Bioassay records (PubChem BioAssay)
aSyn tox rescue = alpha-synuclein toxicity suppression in yeast; S. cerevisiae alpha-synuclein toxicity rescue, BacTiter-Glo growth, 24 h; Potency, µM (doses to about 46.1 µM), for the others: at the top dose growth rescue (activation), actives largely listed as activators; 94,000 compounds, 0.02% hits; AID 1347070; active = well fitted activation curve with a large enough effect; inconclusive = small, poorly fitted or top-dose-only effect; also: 0% is about no effect
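Growth restoration measured by BacTiter-Glo luminescence after 24 hr at 30 deg C; alpha-synuclein yeast, raffinose-pregrown to mid-log, were added at OD600=0.02 in galactose medium onto pinned compounds.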
The depositor's hits bear a star; u = inconclusive; & = joins results of further samples. Potency is read from the fitted curve at half-maximal effect. The list is partial; the hit share may differ from the screen's.

SMILES	aSyn tox rescue
Cc1ccc(N2C(=O)C(NC(=O)c3c(F)cccc3F)(C(F)(F)F)C3=C2CC(C)(C)CC3=O)cc1 (configuration not stated)	-5%
COc1cccc(NC(=O)CSC2=Nc3ccccc3C3=NC(CC(=O)NC4CCCCC4)C(=O)N23)c1 (configuration not stated)	6%
Cn1ccc2cc(S(=O)(=O)N3CCC(C(=O)NCCc4ccccc4)CC3)ccc21	1%
CCOc1ccccc1N(C)C(=O)Cn1nc(Cc2ccncc2)c2ccccc2c1=O	0%
C=CCN(c1ccccc1)S(=O)(=O)c1cccc(C(=O)OCC(=O)NC2CC2)c1	-9%
COc1cc(NC(=O)c2cc3c(=O)n(Cc4cccs4)ccc3nc2C)cc(OC)c1OC	-7%
COc1ccccc1C(=O)NC(=O)COC(=O)c1ccc(NC(=O)CC#N)cc1	0%
Cc1ccc(NS(=O)(=O)c2ccc(-n3cccn3)cc2)c(Br)c1	-3%&-6%
COc1cc(OC)c(C2CC(=O)N3CN(C)CSC3=C2C#N)cc1OC (configuration not stated)	-2%
CCN1C(=O)[C@H]2[C@@H](c3ccc(C)cc3)N[C@]3(CCCN(Cc4ccc(Cl)cc4)C3=O)[C@H]2C1=O	-1%
Cc1ccc(S(=O)(=O)N(C)C[C@H]2Oc3cc(C#CC4CCCC4)ccc3S(=O)(=O)N([C@H](C)CO)C[C@H]2C)cc1	10%
COc1ccccc1NS(=O)(=O)c1ccc(C)c(NC(=O)c2ccc(S(=O)(=O)N3CCCCCC3)cc2)c1	3%
O=C1C(NS(=O)(=O)c2cccs2)=C(N2CCN(Cc3ccccc3)CC2)C(=O)c2ccccc21	-14%
CCOc1ccc(CNCc2c(C(=O)O)c(C)n(Cc3ccc(C)cc3)c2C)cc1	-3%
Cc1ccc(/C=C/C2=NN(C)C(=O)CC2)cc1	-9%
O=C(CCc1nc(CN2CCN(S(=O)(=O)c3ccc(Cl)cc3)CC2)no1)N1CCCCC1	1%
O=C(NC(=S)N1CCN(c2ccc(F)cc2)CC1)c1ccccc1	-4%
CC1=C(c2ccc(C)c(C)c2)S(=O)(=O)N=C1N1CCC(C(=O)NC(C)Cc2ccco2)CC1 (configuration not stated)	7%
Cc1cccc(N2CCN(CCCNC(=O)c3sc4ncccc4c3-n3cccc3)CC2C)c1 (configuration not stated)	6%
COC(=O)/C=C1\S/C(=N/NC(=O)c2ccc(OC)cc2)NC1=O	4%

Structural class: those above containing a thiophene ring, fused or not.
SMILES	aSyn tox rescue
COc1cc(NC(=O)c2cc3c(=O)n(Cc4cccs4)ccc3nc2C)cc(OC)c1OC	-7%
O=C1C(NS(=O)(=O)c2cccs2)=C(N2CCN(Cc3ccccc3)CC2)C(=O)c2ccccc21	-14%
Cc1cccc(N2CCN(CCCNC(=O)c3sc4ncccc4c3-n3cccc3)CC2C)c1 (configuration not stated)	6%

(more compounds)
SMILES	aSyn tox rescue
Cc1ccc(OCCn2cc(C(=O)c3ccco3)c3ccccc32)cc1C	-5%
COc1cccc(CNC(=O)CN2C(=O)CSc3ccc(S(=O)(=O)N(C)C)cc32)c1	-6%
CC1CCN(S(=O)(=O)c2ccc3ncn(CC(=O)N4CCN(C)CC4)c(=O)c3c2)CC1	-1%
O=C(CCCc1c[nH]c2ccccc12)Nc1ccc(S(=O)(=O)Nc2ncccn2)cc1	11%
COc1cc2ccnc(C=O)c2cc1OC	u
Cc1cc(C)cc(-n2c(SCC(=O)N3CCc4ccccc43)nc3c([nH]c4ccccc43)c2=O)c1	0%
COc1cccc(NC(=O)CN(C)C(=O)c2ccc(S(=O)(=O)Nc3ccccc3F)cc2)c1	-11%
S=C(Nc1ccccc1)N(CCN1CCOCC1)Cc1cccc(Cl)c1	-4%
Cc1ccc(C(=O)NN2CC(O)=C(c3nc(-c4cccc([N+](=O)[O-])c4)cs3)C2=N)cc1	1%
Cc1cccc(NC(=O)C2CC(O)CN2C(=O)Oc2ccccc2)c1 (configuration not stated)	-4%
Cc1ccc(-n2nc(C(=O)NCCc3cccc(C)c3)c3c4ccccc4n(C)c3c2=O)cc1	-1%
Nc1nc(-c2cc3ccccc3o2)cs1	-12%
CCCc1ccc(C(=O)NNc2cccc(C)c2)cc1	-1%
COc1ccc(C2CC(c3ccccc3)=NN2C(=O)COC(=O)c2ccc(S(C)(=O)=O)cc2)cc1 (configuration not stated)	10%
O=C(COC(=O)c1cncc(Br)c1)Nc1ccc(F)c(F)c1F	-6%
Cc1cc2cc(CNC(=O)Nc3ccc(Cl)c(Cl)c3)ccc2n1C	3%
CC(=O)c1cccc(NC(=O)CSc2nc(C3CC3)nc3ccccc23)c1	-4%
O=C(COC(=O)c1cccs1)Nc1nc(-c2ccccc2)cs1	3%
Cc1ccccc1-c1nnn(CC(=O)Nc2sc3c(c2C#N)CCC(C(C)(C)C)C3)n1 (configuration not stated)	-6%
Cc1ccccc1NC(=O)CSc1nc(-c2ccccc2C)nc2cc(=O)[nH]n12	-3%
O=C(Nc1cccnc1Cl)c1cccs1	10%
Cc1noc(C)c1COc1ccc(C(=O)NNC(=O)c2ccccc2)cc1	-12%
CC(C)NC(=O)c1ccc(COc2cccc3ccccc23)o1	-4%
O=C(CSc1nc(-c2ccccc2)c(-c2ccccc2)o1)NC1CCS(=O)(=O)C1 (configuration not stated)	-6%
O=C(Cn1nc(C(=O)O)c2ccccc2c1=O)Nc1cccc(Br)c1	0%
COc1cccc(NS(=O)(=O)c2ccc3c(c2)N(C)C(=O)CC(=O)N3C)c1	5%
Cc1nn(CCC(=O)NCc2cccc(Br)c2)c(=O)c2nn(-c3ccccc3)c(C)c12	5%
CCN(CC)CCN(C)C(=O)CCc1nnc(-c2ccc(C)s2)o1	-7%
Cc1ccc(C(=O)Nc2nnc(S(=O)(=O)N3CCOCC3)s2)cc1	-9%&-2%
CCc1ccc(S(=O)(=O)Nc2ccc(-c3ccc(N4CCCCCC4)nn3)cc2)cc1	-7%
CC1CCN(C(=O)CSc2nc(-c3ccc(C(C)C)cc3)no2)CC1	-12%
Cc1cccc(-n2ncc3c(Nc4ccc(Oc5ccc(Cl)cc5)cc4)ncnc32)c1	-16%
Cc1ccc(-n2nc3c(N4CCC(C(=O)NC(C)c5ccccc5)CC4)nnc(C)c3c2C)cc1 (configuration not stated)	-3%
Cc1ccc(C)c(NC(=O)C2CCCN2S(=O)(=O)c2ccc3c(c2)n(C)c(=O)c(=O)n3C)c1 (configuration not stated)	-12%
Cc1ccc(-n2nc(C)c3c(C)cc(=O)n(CC(=O)NCc4ccc(OC(C)C)cc4)c32)cc1	4%
CCn1c(=O)cc(SCC(=O)Nc2ccc(C)c(F)c2)c2ccccc21	-9%
COc1ccccc1NC(=O)NCCN1CCN(c2cccc(Cl)c2)CC1	-2%
CCN1CCN(C(=O)CSCc2nc(-c3ccc(OC)c(OC)c3)oc2C)CC1	-3%
COc1cc(CN(C(=S)NCC(=O)NC2CC2)C2CCCC2)cc(OC)c1OC	8%
Cc1ccc(C(=O)NCCNC(=O)COc2ccc(Cl)cc2)cn1	4%
Cc1ccc(Cn2c(=O)n(Cc3nc(-c4ccccc4)no3)c(=O)c3cc4c(cc32)OCO4)cc1	5%
CCC(=O)N1CCc2cc(Br)cc(S(=O)(=O)CCC(=O)NCc3cccc(OC)c3)c21	-4%
O=C(CSc1cn[nH]n1)Nc1ccc(Cl)cc1Cl	17%
Cc1ccc(-c2nnc(Nc3cccc(C(F)(F)F)c3)c3ccccc23)cc1S(=O)(=O)N1CCOCC1	10%
CCc1ccccc1NC(=S)N(CCN1CCOCC1)C1CCN(C(C)=O)CC1	-11%
CCCc1cc(=O)oc2cc(OCC(=O)NCCN3CCOCC3)c(Cl)cc12	6%
CCN(CC)CCNC(=O)CN1C(=O)CSc2ccc(S(=O)(=O)N3CCOCC3)cc21	-6%&4%
O=C(NCCc1ccccc1)c1cc2sccc2n1Cc1ccc(F)cc1	1%
CC(=O)c1ccc(N2C(=O)N(Cc3cc(C)ccc3C)c3ccccc3S2(=O)=O)cc1	-2%
CCN(CC(=O)Nc1ccccc1C(F)(F)F)C(=O)c1cc2c(s1)CCCCC2	-1%

(next part)
SMILES	aSyn tox rescue
CC1=C(C(=O)N2CCOCC2)C(c2cccc3ccccc23)NC(=S)N1 (configuration not stated)	-10%
CCc1ccc(NC(=O)CN(c2ccc(C)cc2)S(=O)(=O)c2c(C)nn(C)c2C)cc1	3%
COc1ccc(OC)c(NC(=O)CS(=O)(=O)Cc2nc(-c3ccc(C)cc3)oc2C)c1	-1%
COCCn1c(SCCOc2ccccc2)nc2ccccc2c1=O	16%
CSCCC(NS(=O)(=O)c1ccc2c(c1)oc(=O)n2C)C(=O)N1CCN(c2cc(C)ccc2C)CC1 (configuration not stated)	-6%
O=S(=O)(c1ccc(Br)cc1)c1nc(-c2cccs2)oc1SCc1ccccc1F	6%
Cn1c(=O)c2c(nc(NCCc3ccccc3)n2Cc2ccc(Cl)c(Cl)c2)n(C)c1=O	7%
COc1ccc(OC)c(CCNc2nc3ccccc3c3nc(-c4cccnc4)nn23)c1	-8%
CCCCCOc1ccc(/C=C/C(=O)Nc2sc(C(C)=O)c(C)c2C(=O)OCC)cc1OC	-6%
COc1cccc2c1Oc1ncccc1N(C(=O)Nc1cccc(Cl)c1)C2	0%
CC(=O)Nc1ccc(C(=O)OCC(=O)NCc2ccccc2)cc1	9%
COC(=O)CN1C(C(=O)c2ccccc2)=C(OC(=O)c2ccc(F)cc2)c2ccccc2S1(=O)=O	2%
CCOc1ccccc1NC(=O)CN1C(=O)CC(c2ccc(C)c(C)c2)=Nc2ccccc21	-24%
O=C(CSc1ncc(-c2ccccc2)[nH]1)Nc1ccccc1	6%
O=S(=O)(Nc1nc2ccccc2nc1N1CCN(c2ccccn2)CC1)c1ccc(Cl)cc1	-2%
CCOC(=O)C1CCN(C(c2ccc(F)cc2)c2sc3nc(-c4ccco4)nn3c2O)CC1 (configuration not stated)	5%
Cc1ccc(C(=O)Nc2c(C)nc3ccccn3c2=O)cc1	-4%
Cc1noc(-c2ccc(-c3noc(-c4cccc(Cl)c4)n3)cc2)n1	-7%
CCCCn1c(N)c(NCC(C)C)c(=O)[nH]c1=O	-1%
CCCc1nn2c(=O)cc(COc3ccc(/C=C(\C#N)C(=O)Nc4ccccc4)cc3)nc2s1	2%

Some of the entries above in another layout:
| canonical_smiles | aSyn tox rescue |
| --- | --- |
| Cc1cccc(NC(=O)C2CC(O)CN2C(=O)Oc2ccccc2)c1 (configuration not stated) | -4% |
| Cc1ccc(-n2nc(C(=O)NCCc3cccc(C)c3)c3c4ccccc4n(C)c3c2=O)cc1 | -1% |
| Nc1nc(-c2cc3ccccc3o2)cs1 | -12% |
| CCCc1ccc(C(=O)NNc2cccc(C)c2)cc1 | -1% |
| COc1ccc(C2CC(c3ccccc3)=NN2C(=O)COC(=O)c2ccc(S(C)(=O)=O)cc2)cc1 (configuration not stated) | 10% |
| O=C(COC(=O)c1cncc(Br)c1)Nc1ccc(F)c(F)c1F | -6% |
| Cc1cc2cc(CNC(=O)Nc3ccc(Cl)c(Cl)c3)ccc2n1C | 3% |

The list continues.
SMILES	aSyn tox rescue
COc1ccc(OC)c(S(=O)(=O)N2CCC3(CC2)OCCN3S(=O)(=O)c2cccs2)c1	5%
Cc1nc2ccc(NC(=O)COc3cccc(F)c3)cc2s1	-24%
COc1ccc(-n2nc3ccc(NC(=O)c4cc5ccccc5o4)cc3n2)cc1Cl	0%
COc1cccc(Cn2c(=O)n(-c3ccccc3C)c(=O)c3c2c2cc(C)ccc2n3C)c1	5%
O=C(CCNS(=O)(=O)c1ccccc1F)N1CCN(Cc2ccccc2)CC1	10%
Oc1ccccc1N1CCN(C(c2ccccc2)c2ccccc2)CC1	17%
CCN(CC)c1cc(C)c2cc(NC(=O)/C=C/c3ccccc3OC(C)C)ccc2n1	-24%
C=CCOC(=O)/C=C/C(=O)NC(N)=O	-2%
Cc1cccc(NS(=O)(=O)c2c(C)nc3sccn3c2=O)c1C	-4%
CCOC(=O)c1ccccc1NC(=O)c1sc2nc3n(c(=O)c2c1C)CCCC3	-5%
O=C(Nc1ccccc1C(F)(F)F)c1ccc2oc(=O)c(S(=O)(=O)c3ccc(F)cc3)cc2c1	-5%
COc1ccc(-c2nc(SCC(=O)NC3CCCC3)c(-c3ccc(F)cc3)[nH]2)cc1OC	-7%
O=C(c1ccc2c(c1)N(Cc1ccccc1)C(=O)c1ccccc1S2(=O)=O)N1CCCCCC1	5%
COc1ccc(CCC(=O)NCCc2ccc(Cl)cc2)cc1	9%
COc1ccc(CNc2oc(-c3ccc(COc4ccc(Cl)cc4)o3)nc2C#N)cc1	-8%
O=C(Nc1cccc(S(=O)(=O)N2CCCC2)c1)c1cccc(OC(F)F)c1	0%
Cn1c(-[n+]2c(-c3ccccc3)cc(-c3ccccc3)cc2-c2ccccc2)nc2c([N+](=O)[O-])cccc21	2%
Cc1cccn2c(=O)c(C(=O)NC(C)c3ccccc3)c(O)nc12 (configuration not stated)	-11%
Cc1ccc2nc(COc3ccccc3NC(=O)COc3ccccc3Cl)cc(=O)n2c1	-2%
COc1ccc(CN2C(=O)c3ccccc3C2C(=O)NC2CCCCCC2)c(OC)c1 (configuration not stated)	0%
CCCN(CCC)CCCNC(=O)C1CCCN(S(=O)(=O)c2cccc3nsnc23)C1 (configuration not stated)	0%
O=C(Nc1c(C(=O)N2CCN(c3ccccc3F)CC2)oc2ccccc12)c1ccco1	-9%
Cc1ccc(-c2nc(NC(=O)CSc3nc(C)nc4sc5c(c34)CCCC5)ns2)cc1	0%
CCCc1nn2c(C)c(-c3ccccc3)nc2s1	-12%
NC(=O)N[C@@H](Cc1c[nH]c2ccccc12)C(=O)OCC(=O)N1CCCCC1	0%
COc1cc(/C=C2/SC(=S)N(CCC(=O)N3CCN(C)CC3)C2=O)cc(OC)c1OC	1%
Cc1nc(-c2nnc(-c3ccccc3)o2)c(C(F)(F)F)o1	-3%
C=CCC(CC=C)(CNC(=O)C(=O)Nc1ccc(Br)cc1)c1ccc(OC)c(OC)c1	-6%
O=C(O)C12CC3CC(C1)CC(n1ncc(NCc4ccco4)c(Cl)c1=O)(C3)C2	8%
CCc1ccc(NC(=O)C2CCN(c3ccc(Sc4ccc(C)cc4)nn3)CC2)cc1	0%
